D3 antag = qHTS of D3 Dopamine Receptor Antagonist: qHTS | D(3) dopamine receptor (Homo sapiens), P35462 | D3R cells, DiscoveRx beta-arrestin luminescence, antagonist mode; stronger effect = lower value | max response, negative = inhibition, % | 2.5% of 360,000 active | AID 652054, 2013; in the data active means max response below about -50%; inconclusive means no clear call, values can overlap the other calls; further: on the % scale 0 is the no-effect control and ±100 the full control effect; mostly tested at two doses, the higher about 12 µM
Target sequence (P35462 whole entry, looked up): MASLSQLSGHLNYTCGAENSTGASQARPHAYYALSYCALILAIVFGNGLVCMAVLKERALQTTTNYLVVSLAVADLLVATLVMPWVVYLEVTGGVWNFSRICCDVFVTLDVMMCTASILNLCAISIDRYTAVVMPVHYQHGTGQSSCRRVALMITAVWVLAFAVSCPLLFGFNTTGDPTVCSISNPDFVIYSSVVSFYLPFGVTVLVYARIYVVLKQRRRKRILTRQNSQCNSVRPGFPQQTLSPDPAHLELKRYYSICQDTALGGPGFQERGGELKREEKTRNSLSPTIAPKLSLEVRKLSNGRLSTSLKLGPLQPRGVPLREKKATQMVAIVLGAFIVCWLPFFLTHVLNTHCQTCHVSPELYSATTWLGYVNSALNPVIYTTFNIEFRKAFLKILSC
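Cells plated overnight at 1500 cells/well, then exposed to library compounds with dopamine controls for 90 minutes at 37 degrees C. DiscoveRx reagent added for 30–60 minutes at room temperature; luminescence read, quantitative HTS format.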
D3 ag = qHTS of D3 Dopamine Receptor Agonist: qHTS | D(3) dopamine receptor (Homo sapiens), P35462 | D3R DiscoveRx beta-arrestin cells, luminescence, 90 min | max activation, % | 0.58% of 410,000 active | AID 652048, 2013; in the data active means max activation above about 30%; further: 0% is about no effect; mostly tested at two doses, the higher about 12 µM
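Cells at 1500/well, incubated overnight, then treated with pinned compounds (dopamine as control) for 90 min at 37 degrees C. DiscoveRx reagent added for 30 - 60 minutes at room temperature; luminescence read.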
GLP1R ag = qHTS of GLP-1 Receptor Agonists | HEK293 GLP-1R CRE-luciferase, luminescence, 4-6 h; cells express a hypersensitive GLP-1R form | Potency, µM (highest dose often 45.6 µM), inactives show at the highest dose activation, hits mostly activators | 0.007% of 380,000 active; further: potency means the concentration at half of the fitted maximal effect; % of control where 0% means no effect
HEK293 tox = qHTS of GLP-1 Receptor Inverse Agonists: Cytotox Screen. Potency, µM (top dose mostly 38.3 µM), inactives show top-dose activity change, negative = inhibition, most hits filed as inhibitors. 0.13% of 410,000 active. HEK293 cAMP-luciferase reporter cells, luminescence, 24 h;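 further: loss of luciferase light is scored as toxicity; potency means the concentration at half of the fitted maximal effect; on the % scale 0 is the no-effect control and ±100 the full control effect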
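Cells in DMEM/10% Nu serum/1% pen-strep, 1536-well format. Pre-incubated 12 h, dosed with 23 nL compound, incubated a further 24 h. Luciferase detection, 12 min at room temp, luminescence.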
PTHR1 ag = qHTS for PTHR1 Agonists: Primary Screen; Parathyroid hormone/parathyroid hormone-related peptide receptor (Homo sapiens), Q03431; HEK293 GP2 PTHR1 cells, GloSensor cAMP luminescence, 1 h; Potency, µM (highest dose often 115 µM), without a hit: top-dose activation, hits mostly activators; 0.075% of 410,000 active; further: potency means the concentration at half of the fitted maximal effect; nearly all actives have a fitted effect of over 55% in size; some results filed as inactive show a strong effect at the top dose; inactives centre near -15; many of its hits are not listed in these tables
Target sequence (Q03431 whole entry, looked up): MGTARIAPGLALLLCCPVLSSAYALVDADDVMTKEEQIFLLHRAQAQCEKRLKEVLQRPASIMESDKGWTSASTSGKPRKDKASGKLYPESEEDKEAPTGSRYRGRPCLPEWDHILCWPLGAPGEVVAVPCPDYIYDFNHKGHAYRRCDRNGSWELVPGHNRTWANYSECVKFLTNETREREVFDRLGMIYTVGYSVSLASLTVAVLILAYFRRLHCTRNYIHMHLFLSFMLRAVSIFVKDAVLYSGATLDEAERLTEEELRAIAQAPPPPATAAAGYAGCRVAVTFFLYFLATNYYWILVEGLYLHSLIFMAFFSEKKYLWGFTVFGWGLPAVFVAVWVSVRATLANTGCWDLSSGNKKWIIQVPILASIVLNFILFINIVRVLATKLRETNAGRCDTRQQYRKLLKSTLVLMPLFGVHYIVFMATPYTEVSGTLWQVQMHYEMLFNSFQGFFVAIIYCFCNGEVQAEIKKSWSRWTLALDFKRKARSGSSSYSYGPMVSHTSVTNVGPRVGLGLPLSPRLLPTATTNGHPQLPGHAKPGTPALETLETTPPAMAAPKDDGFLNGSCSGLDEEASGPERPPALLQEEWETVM
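HEK-293-derived GP2 cells expressing PTHR1 and a GloSensor cAMP reporter, 3,000/well, plated overnight, given luciferin plus IBMX (each 0.5 mM as added) for 1 h at 37 °C, then compound for 1 h at 37 °C. Luminescence was read after 15 min at room temperature.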
KB-V1 MDR tox = qHTS assay for MDR1-selective chemotherapeutics: Primary screen using the drug-selected MDR subline cells KB-V1. 3.4% of 400,000 active. KB-V1 MDR cells viability, CellTiter-Glo, 72 h. Potency, µM (series often up to 46.1 µM), inactives show at the highest dose activity change, negative = cytotoxicity, actives largely listed as cytotoxic. AID 1347076, 2019; further: potency means the concentration at half of the fitted maximal effect; on the % scale 0 is the no-effect control and ±100 the full control effect; nearly all actives have a fitted effect of over 60% in size
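KB-V1 MDR subline cells in DMEM (phenol-red free, 10% FBS) exposed to compounds in qHTS concentration series for 72 h at 37 degrees C. Viability read by CellTiter-Glo luminescence; concentration-effect curves fitted after normalization and correction.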
GLP-1R inv ag = qHTS of GLP-1 Receptor Inverse Agonists (Inhibition Mode); HEK293 GLP-1R CRE-luciferase, luminescence, 24 h; GLP-1R form is constitutively active; Potency, µM (doses to about 38.3 µM), without a hit: at the top dose activity change, negative = inhibition, actives largely listed as inhibitors; Glucagon-like peptide 1 receptor (Homo sapiens), P43220; 1.6% of 410,000 active; further: potency means the concentration at half of the fitted maximal effect; on the % scale 0 is the no-effect control and ±100 the full control effect; nearly all actives have a fitted effect of over 55% in size
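Luminescence readout: a drop in cAMP-driven luciferase signal flags inverse agonism at a constitutively active GLP-1R stably expressed in HEK293. Compound exposure lasted 24 hr at 37 deg C, 5% CO2.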
aSyn rescue = qHTS of alpha-syn Inhibitors. AID 652106, 2013. Potency, µM (titrated, usually from 46.1 µM), without a hit: top-dose growth rescue (activation), usual class: activators. Yeast expressing alpha-synuclein, growth rescue, BacTiter-Glo, 24 h. 0.14% of 370,000 active; further: potency means the concentration at half of the fitted maximal effect; % of control where 0% means no effect; nearly all actives have a fitted effect of over 65% in size
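Galactose-induced alpha-syn yeast (OD600=0.02, raffinose-pregrown) + pinned cpd, 24 hr, 30 deg C; growth by BacTiter-Glo luminescence. Growth restoration scores as activation.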
TDP-43 yeast inh = qHTS of TDP-43 Inhibitors; TDP-43 expressing yeast growth rescue, BacTiter-Glo, 24 h; Potency, µM (titrated, usually from 46.1 µM), without a hit: at the top dose growth rescue (activation), hits mostly activators; 1.8% of 410,000 active; AID 652104, 2013; further: potency means the concentration at half of the fitted maximal effect; % of control where 0% means no effect; nearly all actives have a fitted effect of over 50% in size
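Yeast expressing TDP-43 (pregrown in raffinose, seeded at OD600=0.02 in galactose medium) exposed to compounds 24 hr at 30 deg C. Growth read by BacTiter-Glo luminescence; rescue of toxicity appears as increased signal.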
* = called active by the depositor; & = joins results of further samples; [ ] = remark or other dose. Unless noted, the call rests on the fitted dose curve; in most records, active means well fitted curve in the direction sought with a large enough effect; inconclusive means small, poorly fitted or top-dose-only effect, or another doubt; inactive means no such curve, though single readings can be large; an effect the other way counts as inactive or inconclusive.

`O=C(O)CCCNC(=O)/C(=C\c1ccc(Cl)cc1)NC(=O)c1ccccc1Br` gave D3 antag inconclusive, D3 ag -10.8, GLP1R ag -4.3%, HEK293 tox -3.0%, PTHR1 ag inactive, KB-V1 MDR tox inconclusive, GLP-1R inv ag 21.5%, aSyn rescue 0.6% and TDP-43 yeast inh -3.6%.
C=CCN1C(=O)N(c2ccccc2)C(=O)C1CC(=O)Nc1ccc(OC)cc1 (stereo not given) was read as D3 antag -7.9, D3 ag 12.0, GLP1R ag -1.7%, HEK293 tox 9.5%, PTHR1 ag inactive, KB-V1 MDR tox -21.2%, GLP-1R inv ag -13.6%, aSyn rescue -7.1% and TDP-43 yeast inh -10.8%.
Cc1ccc(C(=O)CCC(=O)N2CCN(C(=O)c3ccco3)CC2)cc1 was read as D3 antag 6.1, D3 ag -7.0, GLP1R ag 1.5%, HEK293 tox -0.7%, PTHR1 ag -23.0%, KB-V1 MDR tox inconclusive, GLP-1R inv ag inconclusive, aSyn rescue 6.7% and TDP-43 yeast inh -0.1%.
`CCCN(C(=O)/C=C/c1ccc(S(=O)(=O)N(CC)CC)cc1)C1CCS(=O)(=O)C1` (stereo not given) gave D3 antag 5.5, D3 ag 5.8, GLP1R ag -20.4%, HEK293 tox -19.6%, PTHR1 ag -7.1%, KB-V1 MDR tox 23.1µM*, GLP-1R inv ag 0.1%, aSyn rescue -4.6% and TDP-43 yeast inh 26.6%.
O=C(O)Cc1ccc(NC(=O)Nc2cccc(Cl)c2)cc1 was read as D3 antag 17.0, D3 ag 0.3, GLP1R ag -0.6%, HEK293 tox -3.7%, PTHR1 ag -13.3%, KB-V1 MDR tox inconclusive, GLP-1R inv ag -3.3%, aSyn rescue 9.2% and TDP-43 yeast inh 2.3%.
Screening CN(CC(=O)Nc1ccc(Cl)cc1)S(=O)(=O)c1ccc2c(c1)n(C)c(=O)c(=O)n2C returned D3 antag 17.7, D3 ag -2.9, GLP1R ag -2.0%, HEK293 tox -2.2%, PTHR1 ag inactive, KB-V1 MDR tox 15.0%, GLP-1R inv ag 7.1%, aSyn rescue 8.4% and TDP-43 yeast inh 2.1%.
For CC(=O)Nc1c(-c2cc(=O)oc3cc(C)ccc23)oc2ccccc12 the results were D3 antag -5.7, D3 ag 2.6, GLP1R ag 6.6%, HEK293 tox -11.9%, PTHR1 ag inactive, KB-V1 MDR tox 0.0%, GLP-1R inv ag 4.4%, aSyn rescue 0.9% and TDP-43 yeast inh 8.3%.
For COCCN(Cc1cc2cc3c(cc2nc1Cl)OCO3)C(=O)c1ccc(C)cc1 the results were D3 antag 11.4, D3 ag 3.2, GLP1R ag 15.1%, HEK293 tox -6.2%, PTHR1 ag -40.7%[inhibitor], KB-V1 MDR tox inconclusive, GLP-1R inv ag 14.1%, aSyn rescue 3.2% and TDP-43 yeast inh inconclusive.
CCN(C(=O)CN1CCN(c2ccc(O)cc2)CC1)c1c(N)n(Cc2ccccc2)c(=O)[nH]c1=O was read as D3 antag 24.0, D3 ag 8.4, GLP1R ag -1.8%, HEK293 tox 19.2%, PTHR1 ag 8.3%, KB-V1 MDR tox 0.0%, GLP-1R inv ag 0.5%, aSyn rescue 2.7% and TDP-43 yeast inh 7.0%.
O=S(=O)(c1ccccc1OC(F)(F)F)N1CCN(c2ccnc3cc(Cl)ccc23)CC1 was read as D3 antag 1.2, D3 ag 2.2, GLP1R ag 2.1%, HEK293 tox 17.7%, PTHR1 ag -1.7%, KB-V1 MDR tox inconclusive, GLP-1R inv ag inconclusive, aSyn rescue -4.3% and TDP-43 yeast inh 17.9%.
CCn1c(-c2cc3c(C(F)(F)F)nn(C)c3s2)n[nH]c1=S was read as D3 antag 10.8, D3 ag -22.4, GLP1R ag 35.1%, HEK293 tox 2.5%, PTHR1 ag -1.1%[57.5 µM], KB-V1 MDR tox 10.3µM*, GLP-1R inv ag 0.0%, aSyn rescue 5.9% and TDP-43 yeast inh 28.5%.
For Cc1ccc(NC(=O)CSc2nc3ccccc3c(=O)n2CC2CCCO2)cc1 (stereo not given) the results were D3 antag 10.4, D3 ag -0.9, GLP1R ag -0.1%, HEK293 tox -4.6%, PTHR1 ag inactive, KB-V1 MDR tox -1.6%, GLP-1R inv ag -11.4%, aSyn rescue 7.3% and TDP-43 yeast inh 11.4%.
Screening CCc1ccc(C(=O)c2oc3nc(C)cc(C)c3c2N)cc1 returned D3 antag 17.6, D3 ag 11.7, GLP1R ag 30.6%, HEK293 tox 52.4%[activator], PTHR1 ag inactive, KB-V1 MDR tox 2.59µM*, GLP-1R inv ag -5.8%, aSyn rescue 5.1% and TDP-43 yeast inh 20.8%.
O=C(NCCCN1CCOCC1)c1ccc2c(c1)N(Cc1ccc(F)cc1)CCS2 was read as D3 antag -21.5, D3 ag -9.2, GLP1R ag -0.2%, HEK293 tox -3.3%, PTHR1 ag inactive, KB-V1 MDR tox -8.5%, GLP-1R inv ag 2.24µM*, aSyn rescue -1.1% and TDP-43 yeast inh 5.6%.
O=[N+]([O-])c1ccc(/C=C/c2ccc3cccc([N+](=O)[O-])c3n2)cc1 was read as D3 antag inconclusive, D3 ag -5.6, GLP1R ag 4.8%, HEK293 tox -16.0%, PTHR1 ag inactive, KB-V1 MDR tox -2.8%, GLP-1R inv ag 1.8%, aSyn rescue -1.7% and TDP-43 yeast inh -15.4%.
`CCOc1ccc(NC(=O)CN(C)C(=O)Cc2ccc3c(c2)OCCO3)cc1OCC` gave D3 antag -20.1, D3 ag -0.1, GLP1R ag -0.2%, HEK293 tox 8.1%, PTHR1 ag -18.5%, KB-V1 MDR tox -8.2%, GLP-1R inv ag -10.6%, aSyn rescue 6.3% and TDP-43 yeast inh 7.9%.
COc1cc(NC(=S)NCCc2ccccc2)c(OC)cc1NC(=O)CC(C)C was read as D3 antag -6.0, D3 ag -3.5, GLP1R ag 2.5%, HEK293 tox -12.6%, PTHR1 ag -23.1%, KB-V1 MDR tox -14.4%, GLP-1R inv ag 3.8%, aSyn rescue 1.6% and TDP-43 yeast inh 2.4%.
For O=C(CN1C(=O)COc2ccc(S(=O)(=O)N3CCCCC3)cc21)NCc1ccc(F)cc1 the results were D3 antag -10.7, D3 ag -7.5&6.6, GLP1R ag -5.3%, HEK293 tox -3.2%&-10.3%, PTHR1 ag -3.2%&-8.6%, KB-V1 MDR tox -17.5%&-3.5%, GLP-1R inv ag inconclusive, aSyn rescue -0.8% and TDP-43 yeast inh -20.3%.
Screening Cn1nc(-c2ccc(Cl)cc2)c2cc(C(=O)N3CCOCC3)sc21 returned D3 antag 0.0, D3 ag -7.0, GLP1R ag 9.8%, HEK293 tox -5.4%, PTHR1 ag -9.5%, KB-V1 MDR tox -9.2%, GLP-1R inv ag 18.9%, aSyn rescue -0.6% and TDP-43 yeast inh 23.3%.
Screening COc1cc(/C=N\NC(=O)Cn2nnc3ccccc32)cc(OC)c1OC returned D3 antag -22.2, D3 ag -6.7, GLP1R ag 1.0%, HEK293 tox 8.8%, PTHR1 ag -21.0%, KB-V1 MDR tox 0.0%, GLP-1R inv ag 4.5%, aSyn rescue 4.6% and TDP-43 yeast inh -7.0%.
Screening CCOc1ccc(NCc2cccn2-c2nnc(N3CCC(C(=O)NCCCN4CCCCC4)CC3)s2)cc1 returned D3 antag -3.7, D3 ag -1.3, GLP1R ag -5.5%, HEK293 tox -24.9%, PTHR1 ag -6.6%, KB-V1 MDR tox inconclusive, GLP-1R inv ag inconclusive, aSyn rescue -2.8% and TDP-43 yeast inh -1.7%.
For COc1ccc(CNC(=O)CCNS(=O)(=O)c2ccc3c(c2)oc(=O)n3C)cc1 the results were D3 antag 0.4, D3 ag 1.7&8.4, GLP1R ag 0.3%, HEK293 tox 4.3%&0.0%, PTHR1 ag -6.2%, KB-V1 MDR tox -8.3%&-0.7%, GLP-1R inv ag 4.5%&1.3%, aSyn rescue 0.5% and TDP-43 yeast inh 12.1%&2.4%.
For O=C(Cn1nnc(-c2ccc3c(c2)OCO3)n1)Nc1ccccc1C(=O)O the results were D3 antag -17.7, D3 ag 0.7, GLP1R ag 1.6%, HEK293 tox 3.8%, PTHR1 ag -26.3%, GLP-1R inv ag 19.9%, aSyn rescue -2.2% and TDP-43 yeast inh -5.0%.
Nc1c(Cl)c(Cl)nc(C(=O)OCC(=O)N2CCCC2=O)c1Cl was read as D3 antag 0.7, D3 ag 4.1, GLP1R ag -7.4%, HEK293 tox 7.2%, PTHR1 ag -22.9%, KB-V1 MDR tox inconclusive, GLP-1R inv ag 16.1%, aSyn rescue -2.4% and TDP-43 yeast inh 8.5%.
CC(C)=CCc1c(O)cc(O)c2c(=O)c3c(CC=C(C)C)c(O)ccc3oc12 was read as D3 antag 1.8, D3 ag 0.0, GLP1R ag -3.8%, HEK293 tox inconclusive, PTHR1 ag -93.8%[inhibitor], KB-V1 MDR tox inconclusive, GLP-1R inv ag 10µM*, aSyn rescue -48.5%[inhibitor] and TDP-43 yeast inh -91.4%[inhibitor].
Cc1ccnc(NC(=O)CCC(=O)c2cccs2)c1 was read as D3 antag -27.5, D3 ag -12.0, GLP1R ag -5.0%, HEK293 tox 3.1%, PTHR1 ag -26.1%, KB-V1 MDR tox inconclusive, GLP-1R inv ag 5.62µM*, aSyn rescue -12.9% and TDP-43 yeast inh -9.5%.
`COc1cc(C(=O)Nc2ccc3[nH]c(=O)sc3c2)cc(OC)c1OC` gave D3 ag -2.8, GLP1R ag 16.7%, HEK293 tox -24.8%, PTHR1 ag -0.1%, KB-V1 MDR tox -0.1%, GLP-1R inv ag 2.0% and TDP-43 yeast inh 10.1%.

The list is partial; the hit share may differ from the screen's.
